Bioassay records deposited in PubChem by several laboratories.
NR2F2 inh: inhibitors of human COUP-TFII (NR2F2); P24468; HEK293T NGFI-A luciferase reporter, luminescence; inhibition, % at 8.6 µM; 370,000 compounds, 0.7% hits; AID 686940;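 active = inhibition above a per-plate cutoff, mean inhibition of test wells between control levels plus 3 SD, cut at about 38% in these data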;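 also: cells cotransfected with COUP-TFII expression vector driving the NGFI-A reporter; 0% = median of COUP-TF2 test wells and 100% = reporter-only cells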
NCOA3 inh: inhibits human SRC3 coactivator; HEK293 GAL4-SRC3 luciferase reporter, luminescence; 360,000 compounds, 0.17% hits; inhibition, % at 3.6 µM;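 active = inhibition above a per-campaign cutoff, the mean of all compounds plus 3 SD, cut at about 60% in these data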;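 also: 0% = DMSO-treated cells and 100% = gossypol-treated cells at 36 µM; higher means less SRC3-driven luciferase light from the GAL4 reporter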
Granule exo inh: lytic granule exocytosis inhibition. inhibition, % at 10 µM. TALL-104 LAMP-1 surface exposure, flow cytometry; cells stimulated with thapsigargin and PMA. 360,000 compounds, 0.66% hits. AID 651702;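 active = inhibition above about 55%, limit read from the data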
TWEAK-Fn14 inh: blocks TWEAK-Fn14 interaction in a reporter cell assay. TWEAK-stimulated Fn14 reporter cells, luciferase luminescence, 8 h. 360,000 compounds, 2% hits. inhibition, % at 10 µM; in the data active = inhibition above about 50%
NR5A2 inv ag: suppresses constitutive activity of human LRH-1; O00482; HEK293T StAR-luciferase reporter, LRH-1 transfected, 24 h; inhibition, % at 3.6 µM; 360,000 compounds, 0.13% hits;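 active = inhibition above the mean inhibition of all tested compounds plus 3 SD, cut at about 73% in these data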;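 also: 0% = DMSO wells and 100% = reporter-only cells lacking LRH-1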
SRC1 inh: inhibits human SRC1 coactivator; Q15788; HEK293 GAL4-SRC1 luciferase reporter, luminescence; inhibition, % at 3.6 µM; 360,000 compounds, 0.12% hits; AID 588354;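 active = inhibition above the campaign mean plus 3 SD, with each screening campaign given its own cutoff, cut at about 60% in these data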;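 also: 0% = DMSO treated cells and 100% = gossypol at 36 µM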
TLR9-MyD88 inh: blocks human TLR9 binding to MyD88. CHO BLA complementation TLR9-MyD88, CCF4 FRET ratio. inhibition, % at 4.98 µM. 340,000 compounds, 0.21% hits;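 active = inhibition above the mean over all tested compounds plus 3 SD, cut at about 21% in these data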;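 also: 0% = DMSO only wells and 100% = clavulanate BLA inhibitor control wells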
SRC2 inh: inhibits human steroid receptor coactivator 2; Q15596; HEK293 GAL4-SRC2 luciferase reporter, luminescence; inhibition, % at 9 µM; 370,000 compounds, 0.17% hits; AID 651957;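 active = inhibition above the mean inhibition of all tested compounds plus 3 SD, set per campaign, cut at about 52% in these data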;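 also: 0% = DMSO treated cells and 100% = cells given Gossypol at 36 µM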
NOD2-RIPK2 inh: blocks binding of human NOD2 to RIPK2. CHO BLA complementation NOD2-RIPK2, CCF4 ratio. inhibition, % at 4.98 µM. 360,000 compounds, 0.38% hits. AID 624267; in the data active = inhibition above about 21%;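 also: 0% = vehicle only and 100% = reference blocker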
TROY signal inh: inhibitors of TROY-dependent NF-kB signaling; Q293 LMP1-TROYcd NF-kB luciferase reporter, 4 h; inhibition, % at 10 µM; 360,000 compounds, 0.98% hits; AID 1347056;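 active = compounds whose plate-normalised and pattern-corrected inhibition of the luciferase reporter signal at the single screening dose is 50% or more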
ABHD5 PLIN5 PPI: inhibitors of human ABHD5-perilipin-5 interaction; Q00G26+Q8WTS1; Split G. princeps luciferase complementation, luminescence, 4 h; inhibition, % at 4 µM; 360,000 compounds, 0.78% hits;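 active = inhibition above the mean inhibition across every tested compound plus 3 SD, cut at about 22% in these data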;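 also: 0% = DMSO only wells and the 100% control is not disclosed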
Active calls of the source: *; / = not tested or not shown.

Each structure is followed by: NR2F2 inh	NCOA3 inh	Granule exo inh	TWEAK-Fn14 inh	NR5A2 inv ag	SRC1 inh	TLR9-MyD88 inh	SRC2 inh	NOD2-RIPK2 inh	TROY signal inh	ABHD5 PLIN5 PPI
- CCc1cccc2c(C(=O)C(NC(C)CC)c3ccccc3)c[nH]c12 (stereo unspecified)
  8	9	11	-10	2	-22	-7	-5	1	-8	11
- CC(=O)OC(C(=O)NC1CCCCC1)c1ccccc1F (stereo unspecified)
  6	-9	-2	2	6	15	4	-2	-17	-17	-7
- CC(=O)Nc1ccc(NC(=O)/C=C/c2ccc(Cl)cc2)cc1
  -21	-24	0	-18	-6	-22	13	-15	-3	-28	-2
- O=C(CSc1nc(O)cc(=O)[nH]1)N1CCOCC1
  17	-1	-3	3	3	-2	-10	-15	2	25	-4
- COc1ccc(NC(=O)Nc2ccc3c(c2)C(=O)N([C@H](C)CO)C[C@H](C)[C@@H](CN(C)S(=O)(=O)c2ccc(OC)cc2)O3)cc1
  17	14	-5	-3	10	-30	2	2	0	5	1
- COC(OC)c1ccnc(SCc2ccccc2Cl)n1
  20	26	-1	-24	-11	-4	-12	-2	-6	-37	-5
- O=C(Cc1ccc(S(=O)(=O)N2CCOCC2)s1)Nc1ccc2c(c1)CCC2
  -1	-7	-2	-11	-9	-15	3	-23	0	29	-4
- O=C(CN1CCN(c2ccccc2F)CC1)c1ccc2cc[nH]c2c1
  10	-13	-10	7	6	4	-7	-5	6	5	10
- O=C(Cc1cccc2ccccc12)NCC1CCCO1 (stereo unspecified)
  0	2	-1	-8	-10	0	1	-3	-6	-14	-1
- COc1ccc(OC)c(C2C(C(=O)c3ccc(C)o3)=C(O)C(=O)N2c2cc(C)on2)c1 (stereo unspecified)
  6	-8	-4	-8	-9	0	13	14	2	-3	-8
- O=C(NNC(=O)c1csc(N2CCOCC2)n1)c1ccc(=O)[nH]c1
  12	3	3	9	9	3	-1	0	3	-7	2
- COc1cc(C(O)c2nc3ccccc3n2C(C)C)cc(OC)c1OC (stereo unspecified)
  -10	-49	-4	4	-71	-84	8	-32	0	-2	13
- COc1ccc(-c2cccc(-c3cc(=O)oc4cc5c(cc34)OCO5)c2)cc1
  7	-1	4	-13	-8	-6	-3	-54	0	-6	12
- CC1c2cc3c(cc2CCN1C(=O)c1ccc(C(F)(F)F)cc1)OCCCO3 (stereo unspecified)
  3	-4	-1	-1	0	-3	-11	18	2	10	-4
- COC(=O)[C@@]1(C)[C@H]2C(=O)N(Cc3ccccc3)C(=O)[C@H]2[C@H]2CN(C)C(=NC3CCCCC3)N21
  6	3	-2	5	-10	-16	-4	-10	4	1	-10
- O=C(NC1CC1)C1=C[C@H](c2c[nH]c3ccccc23)C[C@H](OCCCCO)O1
  2	0	4	-5	-9	-3	2	-17	-1	1	0
- COc1ccc(CN(C)C(=O)CNC(=O)c2cccs2)c(OC)c1
  4	5	-4	-11	5	-2	8	-55	-7	-13	4
- CCOc1ccc(CCNC(=O)c2sc3nc4n(c(=O)c3c2C)CCC4)cc1OCC
  -3	19	5	-42	4	-19	-9	-2	-4	12	-5
- CCc1ccc(NC(=O)CC2C(=O)N(c3cccc(C)c3)C(=O)N2C2CC2)cc1 (stereo unspecified)
  4	15	4	1	19	-1	-3	-8	-8	-5	-3
- CCCn1cnnc1CNC(=O)[C@H]1O[C@@H](n2ccc(=O)[nH]c2=O)[C@H](O)[C@@H]1O
  -9	14	-2	15	8	0	/	-13	-10	-10	4
- O=C(c1ccccc1NS(=O)(=O)c1ccccc1[N+](=O)[O-])N1CCOCC1
  -5	-6	0	18	20	10	-5	-13	-10	-5	-6
- N#CC1=C(N)SC(N)=C(C#N)C1Cc1ccccc1
  -2	21	0	-6	0	-23	-11	14	-7	8	-5
- CC1CCCCC1NC(=O)c1ccc(S(=O)(=O)N2CCCC2)cc1 (stereo unspecified)
  -6	3	1	-1	-8	-40	-8	16	-9	16	-6
- CCNC(=O)Nc1ccc(OC)cc1OC
  -15	16	6	7	5	2	8	-8	-2	-25	14
- CCN(CC)CCCNC(=O)c1cc2nc3c(c(C(F)(F)F)n2n1)CCc1ccccc1-3
  -9	5	6	5	-2	-14	4	0	2	-4	5
- COC(=O)C1=C(C(=O)OC)C(C(=O)OC)N2C=CC=CC2=C1C(=O)OC (stereo unspecified)
  -1	1	-11	11	-2	-2	/	-32	1	16	4
- COc1ccc2cc(CN(CC3CCCO3)S(=O)(=O)c3ccccc3)c(=O)[nH]c2c1 (stereo unspecified)
  -14	12	2	-48	-16	-8	6	4	-17	-75	14
- CC(C)(C)C1CCC(OC(=O)c2cncc(Br)c2)CC1 (stereo unspecified)
  5	-5	-5	74*	-1	4	-4	6	1	71*	-6
- O=P(c1ccccc1)(c1ccccc1)c1cc(Br)cc(Br)c1OCCO
  5	1	12	3	16	12	-12	-15	-5	20	8
- CCCCCCSc1nnc(-c2cnn(-c3ccccc3)c2-n2cccc2)n1C
  9	-2	1	16	-12	7	-8	-10	9	21	-3
- CC1(C)CC(=O)C(C(N)=NC(=O)c2ccccc2)=C(O)C1
  -5	-13	-9	2	-55	-41	1	-5	-11	-17	-11
- CN(C)S(=O)(=O)c1ccc(C(=O)Nc2ccccc2SCCC#N)cc1
  6	16	13	7	-9	7	9	8	2	5	-1
- Cc1nn(C)cc1CNC(=O)C1CCC(=O)N(Cc2cccc(C(F)(F)F)c2)C1 (stereo unspecified)
  10	17	5	0	-13	10	-8	8	-11	-8	-2
- CC(C)(C)NC(=O)CN(C(=O)CS(=O)CC(=O)Nc1ccc(F)cc1)c1ccc2c(c1)OCCO2 (stereo unspecified)
  -2	10	5	-16	6	-13	0	-26	-2	9	-8
- Cc1nc2sc(C(c3cccs3)N3CCC4(CC3)OCCO4)c(O)n2n1 (stereo unspecified)
  4	-3	4	10	7	6	0	14	-8	-13	-2
- Cc1ccc(S(=O)(=O)N2C[C@@H]3[C@H]4CC[C@H](C4)[C@@H]3[C@@H](C)[C@@H]2c2cccn2Cc2ccccc2)cc1
  5	-7	3	2	11	-18	-5	7	7	2	4
- COc1ccc(C2C(C(=O)c3ccco3)=C(O)C(=O)N2CCN2CCOCC2)cc1 (stereo unspecified)
  -11	4	-8	-6	0	-15	-11	4	-1	-22	-3
- CC(=O)c1cc(-c2ccccc2)n(CCC(=O)NC2CCCCCCC2)c1C
  18	-5	-1	7	-16	3	-4	5	4	-9	-3
- O=C1c2ccccc2NC(c2ccccc2)N1/N=C/c1ccccc1 (stereo unspecified)
  -67	-43	4	29	-136	-83	-11	-58	-7	10	-5
- CCc1noc(C)c1C(=O)NCCc1ccc(OC)c(OC)c1
  -9	11	1	-20	8	-26	0	3	-5	4	1
- C=CCn1c(N)cc(=O)nc1SC(C)C(=O)Nc1ccc(C(=O)OCC)cc1 (stereo unspecified)
  -10	23	-1	19	10	-7	3	9	4	4	4
- O=C1Nc2ccccc2C1(O)Cc1ccccn1 (stereo unspecified)
  -13	-15	0	-3	11	0	4	-10	24*	-2	3
- CC(C)(C)S(=O)N1Cc2cc(=O)n(Cc3ccccc3)cc2[C@@H]1CCO (stereo partly specified)
  -3	-9	-3	-5	-12	16	0	8	-9	-21	-4
- Cc1ccc(-c2noc(-c3cc4ccccc4oc3=O)n2)cc1
  -9	-14	-5	1	-1	-19	-2	-14	-6	-15	-3
- COc1ccc(C(=O)NC(=O)CSc2nnc(-c3ccco3)n2-c2ccccc2)cc1
  -6	3	-6	24	7	-2	5	14	-10	5	0
- CN(C)C1CN(Cc2cn(Cc3cccc(C(F)(F)F)c3)nn2)S(=O)(=O)C1 (stereo unspecified)
  -5	/	0	9	-40	/	/	-9	-4	-3	3
- O=C(Nc1ccc([N+](=O)[O-])cc1)NN1CCCCCC1
  11	-7	-17	10	-22	-1	3	-10	5	-13	2
- COc1cc(/C=C2/SC(=NCc3ccccc3)N(Cc3ccccc3)C2=O)ccc1O
  3	7	3	-31	-21	-2	1	-15	3	6	2
- COc1ccc(NC(=S)N2CCN(CCN=CC3=C(O)CC(c4ccccc4)CC3=O)CC2)cc1 (stereo unspecified)
  -1	8	4	-1	-2	5	8	-16	-6	-6	0
- O=C(N/N=C/C(Cl)=C/c1ccccc1)c1ccc2c(c1)OCO2
  -9	-11	-1	-10	11	-32	1	-75	-1	-33	-1
- O=c1cc(N2CCc3ccccc32)[nH]c(=O)n1-c1ccccc1Cl
  -5	10	3	3	5	-19	-4	4	2	-4	-7
- O=C(COC(=O)c1cccc(Br)c1)NC(=O)NC1CCCC1
  -3	14	1	-4	0	-28	-8	-14	10	-24	1
- O=C(O)CCC(=O)NCC(=O)c1ccc(F)cc1
  15	23	-6	-10	2	3	/	5	-4	4	8
- Clc1ccc(CNc2cnccn2)cc1Cl
  -2	9	3	14	4	-2	-1	11	2	1	-4
- Nc1ccc2c(c1)-c1ccccc1S(=O)(=O)N2
  -4	-4	-1	0	-8	10	-9	-12	9	-9	-5
- CCc1cc(-c2n[nH]c(=S)n2N)n(C)n1
  -6	18	1	-22	-11	-3	-10	-23	-7	20	-3
- O=c1cc(-c2ccccc2)c2c(O)cc(O)cc2o1
  3	12	-5	20	15	14	-5	-17	4	15	6
- COc1ccc2c(c1)NC(C)(C)C=C2C
  -7	-9	-5	9	8	-15	-12	-12	-7	4	6
- C=CCNC(=O)/C(C#N)=C/c1ccc(C(=O)O)cc1
  4	18	0	-23	2	-1	6	-1	-7	16	7
- CCc1nc(NCCO)c(C#N)c2c1CSC(C)(C)C2
  -8	20	1	-11	-1	-31	-1	-2	-4	25	3

2 entries from above, field by field.
O=C(O)CCC(=O)NCC(=O)c1ccc(F)cc1
  NR2F2 inh = 15
  NCOA3 inh = 23
  Granule exo inh = -6
  TWEAK-Fn14 inh = -10
  NR5A2 inv ag = 2
  SRC1 inh = 3
  TLR9-MyD88 inh = /
  SRC2 inh = 5
  NOD2-RIPK2 inh = -4
  TROY signal inh = 4
  ABHD5 PLIN5 PPI = 8
Clc1ccc(CNc2cnccn2)cc1Cl
  NR2F2 inh = -2
  NCOA3 inh = 9
  Granule exo inh = 3
  TWEAK-Fn14 inh = 14
  NR5A2 inv ag = 4
  SRC1 inh = -2
  TLR9-MyD88 inh = -1
  SRC2 inh = 11
  NOD2-RIPK2 inh = 2
  TROY signal inh = 1
  ABHD5 PLIN5 PPI = -4

Later entries:
Each structure is followed by: NR2F2 inh	NCOA3 inh	Granule exo inh	TWEAK-Fn14 inh	NR5A2 inv ag	SRC1 inh	TLR9-MyD88 inh	SRC2 inh	NOD2-RIPK2 inh	TROY signal inh	ABHD5 PLIN5 PPI
- CC1(C)CC(=O)C2=C(C1)N(c1ccc(F)cc1)C(=O)CC2c1ccsc1 (stereo unspecified)
  -16	2	3	0	11	11	4	4	0	2	-2
- CCOC(=O)C1=C(Cc2ccc(Cl)cc2)C(=O)c2ccccc2C1=O
  /	3	93*	35	17	-20	2	/	29*	34	42*
- CCCC(=O)N1CCC1(C)C(=O)NCc1ccc(C(C)C)cc1 (stereo unspecified)
  /	3	-4	-9	11	9	/	/	-4	0	0
- O=C(OC(c1ccccc1)c1nccc2ccccc12)c1ccccc1 (stereo unspecified)
  81*	70*	-12	98*	76*	67*	-3	61*	-6	87*	-1
- Cc1ccc(NC(=O)COC(=O)COc2ccc3ccc(=O)oc3c2)cc1[N+](=O)[O-]
  -4	12	-6	-1	-4	1	2	-7	-6	-1	10
- C#CCNC(=O)C[C@@H]1C[C@@]2(C(=O)OCC)CCCC=C2N(CCCCCCCC)C1=O
  -2	/	6	11	-4	/	/	7	2	7	12

Some of the compounds tested; the hit share may differ from the screen's.
